Assay outcomes from PubChem BioAssay.
PP1 inh – PP1-alpha phosphatase inhibitors, primary screen, counter-screen for PP5 inhibitor project, biochemical, fluorescence, OMFP substrate, single point | inhibition, % at 6.7 µM | Serine/threonine-protein phosphatase PP1-alpha catalytic subunit (Homo sapiens), P62136 | AID 2235, 2010 | 320,000 compounds, 0.9% hits | purified PP1alpha;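 active = inhibition above the mean inhibition of all tested compounds plus 3 SD, computed separately for each screening campaign, cut at about 15% in these data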
Efflux pump inh – inhibitors of Candida efflux pumps in yeast, primary screen, S. cerevisiae, Nile Red, multiplex; S. cerevisiae Candida pump triplex; inhibition, % at 10 µM; 330,000 compounds, 0.44% hits; AID 485275, 2010;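 active = plate passing quality check with inhibition over a set limit, or well fluorescence over plate mean plus 4 SD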;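 note: Nile Red retained in pooled yeast measured as flow cytometry median fluorescence; 0% = buffer negative control and 100% = Enniatin B positive control; higher means more Nile Red kept so more efflux inhibition; some compounds called inactive have numbers as strong as hits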
core dimer inh – inhibitors of HCV core protein dimerization, primary screen, biochemical, TR-FRET, high-throughput | 300,000 compounds, 0.33% hits | TR-FRET GST/Flag-core106 dimerization, 1536-well | inhibition, % at 5 µM;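 active = inhibition above the mean of all tested compounds plus 3 SD, set per screening campaign, cut at about 45% in these data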
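Assay system – GST-tagged and Flag-tagged HCV core protein residues 1-106 · Quantity – core106 proteins, GST 13.5 nM and Flag 17 nM · Benchmarks – unlabelled core106 and no-GST-core106 wells · Read-out basis – percent inhibition of core106 dimerization signal · Detection – time-resolved FRET, ex 340 nm, em 617 and 671 nm · Schedule – 4 h at 22.5 °C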
TPT1 inhibitor – Candida albicans TPT1 enzyme inhibitors, primary screen, biochemical, fluorescence polarization | tRNA 2'-phosphotransferase TPT1 (Candida albicans SC5314) | recombinant caTPT1, FP RNA substrate dephosphorylation | inhibition, % at 5 µM | 300,000 compounds, 0.81% hits | AID 1962, 2009;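 active = inhibition above the mean of all tested compounds plus 3 SD, set per screening campaign, cut at about 24% in these data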;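 note: plate controls were DMSO alone for no effect and ferristatin control at 100 nM for full effect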
GASC-1 inh – inhibitors of GASC-1 histone demethylase, primary screen, biochemical, fluorescence, DELFIA europium | inhibition, % at 2.35 µM | GST-JMJD2C(1-420) H3K9me3 demethylation | 330,000 compounds, 0.069% hits | Lysine-specific demethylase 4C (Homo sapiens), Q9H3R0 | AID 2099, 2009;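 active = more than half of a compound's replicate wells show inhibition beyond 50%, single wells judged on their own value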;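 note: signal counts dimethyl H3K9 product captured on neutravidin plate; 0% = median of DMSO wells and 100% = 0.3 times that DMSO median; strong numbers were not always called active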
Target sequence (Q9H3R0 1-420 limits assumed): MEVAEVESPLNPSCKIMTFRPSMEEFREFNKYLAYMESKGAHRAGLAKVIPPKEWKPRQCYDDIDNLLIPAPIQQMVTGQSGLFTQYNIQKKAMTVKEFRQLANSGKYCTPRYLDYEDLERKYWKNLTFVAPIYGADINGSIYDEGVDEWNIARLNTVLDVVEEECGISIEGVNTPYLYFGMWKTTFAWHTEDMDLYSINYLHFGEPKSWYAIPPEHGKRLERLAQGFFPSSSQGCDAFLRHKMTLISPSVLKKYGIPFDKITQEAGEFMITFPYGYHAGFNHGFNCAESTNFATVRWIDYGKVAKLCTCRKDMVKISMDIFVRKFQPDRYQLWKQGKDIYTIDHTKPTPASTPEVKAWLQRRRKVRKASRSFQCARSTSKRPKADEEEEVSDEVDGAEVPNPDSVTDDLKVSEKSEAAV
procasp3 activ – activators of human procaspase-3 D3A mutant, primary screen, biochemical, absorbance, PC-3 D3A mutant, single concentration; activation, % at 8.5 µM; AID 463141, 2010; Caspase-3 (Homo sapiens), P42574; 330,000 compounds, 0.11% hits; recombinant procaspase-3 D3A, Ac-DEVD-pNA absorbance 405 nm;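 active = activation above the mean of all tested compounds plus 3 SD, cut at about 21% in these data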;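 note: 0% = DMSO alone and 100% = DMSO wells spiked with extra 5 µM PC-3 D3A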
Target sequence (P42574 whole entry D9A/D28A/D175A): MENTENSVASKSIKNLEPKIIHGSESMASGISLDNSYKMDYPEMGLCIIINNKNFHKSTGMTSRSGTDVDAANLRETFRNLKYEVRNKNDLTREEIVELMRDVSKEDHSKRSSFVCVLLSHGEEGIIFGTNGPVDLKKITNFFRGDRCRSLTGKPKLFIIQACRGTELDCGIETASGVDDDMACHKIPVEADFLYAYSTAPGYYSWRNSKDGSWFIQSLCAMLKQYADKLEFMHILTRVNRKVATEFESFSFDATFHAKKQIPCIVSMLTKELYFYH
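System: Procaspase-3 D3A mutant. Medium: Zinc-free 300 mM NaCl, 50 mM HEPES, 0.01% Triton X-100. Schedule: 1 h preincubation plus 2 h reaction at 25 °C. Measured by: 405 nm absorbance of p-nitroaniline, reads at 0 and 120 min. Read-out: percent activation relative to control range.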
PP5 inh – PP5 phosphatase inhibitors, primary screen, biochemical, fluorescence | purified PP5c, OMFP substrate fluorescence | 320,000 compounds, 0.18% hits | inhibition, % at 6.7 µM | AID 1987, 2009;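 active = inhibition above the campaign's mean inhibition across all tested compounds plus 3 SD, cut at about 9.5% in these data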;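 note: 0% = DMSO only and 100% = 100 µM cantharidin control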
procasp7 counter – procaspase-7 activators, primary screen, counter-screen for procaspase-3 activator project, biochemical, absorbance, HTS, human | Caspase-7 (Homo sapiens), P55210 | recombinant procaspase-7, Ac-DEVD-pNA absorbance 405 nm; D23A/D198A/D206A triple mutant, cannot self-cleave; scale: DMSO 0, 5 µM enzyme 100 | activation, % at 8.5 µM | 330,000 compounds, 0.093% hits | AID 463210, 2010;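 active = percent activation above the screen-wide mean plus 3 SD, cut at about 25% in these data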
Target sequence (P55210 whole entry D23A/D198A/D206A): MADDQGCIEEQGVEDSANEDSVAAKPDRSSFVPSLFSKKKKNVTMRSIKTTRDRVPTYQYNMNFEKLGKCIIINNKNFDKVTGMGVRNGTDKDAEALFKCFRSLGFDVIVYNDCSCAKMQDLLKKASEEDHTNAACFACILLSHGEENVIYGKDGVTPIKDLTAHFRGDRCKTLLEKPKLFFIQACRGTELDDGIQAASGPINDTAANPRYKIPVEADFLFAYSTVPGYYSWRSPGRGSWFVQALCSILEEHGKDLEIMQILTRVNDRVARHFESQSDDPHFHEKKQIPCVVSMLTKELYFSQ
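Detection: p-Nitroaniline absorbance at 405 nm, read at 0 and 120 min; system: Uncleavable procaspase-7 mutant enzyme; evaluation: % activation from two-timepoint absorbance difference, scaled to controls; times: 1 h enzyme–compound preincubation and 2 h substrate reaction, both 25 °C; buffer or medium: Zinc-free HEPES pH 7.4 with 300 mM NaCl, 0.01% Triton X-100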
CTSL1 counter – Fasciola hepatica cathepsin L1 inhibitors, primary screen, counter-screen for PFM18AAP inhibitor project, biochemical, QFRET, fluorogenic peptide substrate; recombinant F. hepatica cathepsin L1, Z-Leu-Arg-MCA fluorescence; inhibition, % at 5.96 µM; 300,000 compounds, 0.49% hits;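 active = inhibition above the mean of all tested compounds plus 3 SD, set per screening campaign, cut at about 17% in these data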;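 note: 0% = plate median of test compound wells and 100% = 1 µM Z-Phe-Ala-diazomethylketone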
* hit, by the source's call; / = no result given; & = joins results of further samples.

Below each SMILES – PP1 inh	Efflux pump inh	core dimer inh	TPT1 inhibitor	GASC-1 inh	procasp3 activ	PP5 inh	procasp7 counter	CTSL1 counter
- CCCCCOC(=O)C1=C(C)N(C)C(=O)NC1c1cc(Br)c(O)c(OC)c1 (configuration not stated)
  3	0.1	-8	-1	3	4	2.7	5	-3
- CC(C)(C)NC(=O)C(c1ccco1)N(Cc1ccc(F)cc1)C(=O)c1snc(C(N)=O)c1N (configuration not stated)
  -2	-0.1	2	-1	-8&0	3	1.8	2	0
- c1ccc(/N=C2\N=C(Nc3ccccn3)c3ccccc32)nc1
  -2	-0.2	2	-2	17	2	1.5	6	-1
- Cc1ccccc1Cn1c(O)c(N=NC(=S)Nc2ccccc2F)c2ccccc21
  6	0.1	5	2	-3	-13	-2.4	-15	-3
- CCCCCn1c(=O)[nH]c2cc(C(=O)Nc3ccc(OC)cc3)ccc2c1=O
  0	-0.1	0	0	-2	-1	4.0	-3	1
- O/N=C\c1ccccc1Oc1ccc(F)cc1
  0	0.0	-5	-1	-4	1	-0.6	7	-1
- Cc1cc(-c2ccccc2)nc(N/N=C/c2ccccc2)n1
  -2	-0.1	0	-1	5	3	0.0	-2	2
- Nc1nc(-c2cccnc2)nn1C(=O)COc1ccccc1
  -4	0.2	0	3	1	2	1.1	12	1
- CCN(C(=O)CSc1nnnn1C)C1CCCCC1
  /	0.4	/	/	-2	0	/	-3	/
- CCN(CC)C(=O)CSc1nnc(-c2ccc(S(=O)(=O)N3CCOCC3)cc2)n1C
  2	0.0	0	3	-4	2	0.7	7	2
- O=C(NC1CCCCCCC1)C1CCCN(S(=O)(=O)c2cnc[nH]2)C1 (configuration not stated)
  -1	0.0	-3	0	-13	3	-1.5	11	2
- Cc1ccc(NC(=O)C2C3CCC(O3)C2C(=O)O)cc1C (configuration not stated)
  81*	0.3	0	3	0	-5	83*	3	0
- CCN1C(=O)/C(=C/C=C2\C=CN(CC)c3ccccc32)SC1=S
  -1	0.1	-38	2	-3	-11	2.4	-7	-6
- Cc1ccc(NC(=O)c2ccc3nsnc3c2)c(Cl)c1
  0	0.0	-1	-3	0	2	0.4	1	-1
- Cc1ccc(NC(=O)C2CCN(C(=O)[C@@H]3Cc4ccccc4CN3)CC2)c(C)c1
  -1	0.0	5	-1	19	8	0.5	-5	-1
- COc1ccc(CNC(=O)C2CCC(=O)N(CCCN3CCCC3=O)C2)cc1 (configuration not stated)
  -10	0.4	-21	4	-27	5	4.5	-10	-1
- Nc1ccccc1Nc1c(F)c(F)nc(F)c1Cl
  1	0.1	-15	0	-3	-15	0.8	-4	-7
- COc1ccc([N+](=O)[O-])cc1CSc1ccccn1
  -1	-0.1	0	-3	3	4	1.0	1	-1
- Cc1ccc(NC(=O)CSc2nnc(-c3n[nH]c4ccccc34)n2-c2ccccc2)c(C)c1
  4	0.1	5	2	-7	-3	2.1	4	3
- O=C(CCNC(=O)c1ccc(Br)cc1)NNC(=O)C1COc2ccccc2O1 (configuration not stated)
  -2	0.2	3	-1	-22	-18	1.4	5	1

One compound at a time (already shown).
O=C(NC1CCCCCCC1)C1CCCN(S(=O)(=O)c2cnc[nH]2)C1 (configuration not stated) in the list: PP1 inh = -1; Efflux pump inh = 0.0; core dimer inh = -3; TPT1 inhibitor = 0; GASC-1 inh = -13; procasp3 activ = 3; PP5 inh = -1.5; procasp7 counter = 11; CTSL1 counter = 2
O/N=C\c1ccccc1Oc1ccc(F)cc1 in the list: PP1 inh = 0; Efflux pump inh = 0.0; core dimer inh = -5; TPT1 inhibitor = -1; GASC-1 inh = -4; procasp3 activ = 1; PP5 inh = -0.6; procasp7 counter = 7; CTSL1 counter = -1

Other compounds:
Below each SMILES – PP1 inh	Efflux pump inh	core dimer inh	TPT1 inhibitor	GASC-1 inh	procasp3 activ	PP5 inh	procasp7 counter	CTSL1 counter
- O=C(Nc1ccccc1)C(=O)c1c[nH]c2ccccc12
  -7	0.0	-8	2	-1	-9	6.5	9	9
- O=C1CC(c2cccs2)c2ccc3ccccc3c2N1 (configuration not stated)
  1	0.0	0	-1	-2	5	4.9	8	2
- CCCN(C(=O)CSc1nc(C2CC2)n(-c2ccccc2)n1)C1CCS(=O)(=O)C1 (configuration not stated)
  -5	0.1	/	/	5	2	4.5	-9	/
- COc1ccc([N+](=O)[O-])cc1CSc1nnc(NC(C)=O)s1
  -4	0.0	-2	0	3	0	-0.3	-7	0
- CCOC(=O)C1=C(CC)OC(N)=C(C#N)C1c1ccc(OC)c(C)c1OC (configuration not stated)
  4	0.0	-2	0	-6	0	4.3	5	3
- N#C/C(=C\c1cccs1)C(=O)N1CCOCC1
  0	0.6	-2	-1	-3	-2	1.1	12	7
- N#C/C(=C/c1ccc(Sc2nc3ccccc3[nH]2)o1)c1cccc(Br)c1
  5	0.0	17	1	4	-5	3.4	-4	-1
- CCC(=O)Nc1ccc(S(=O)(=O)Nc2ccc(Cl)nn2)cc1
  0	0.2	1	-3	-9	9	0.9	0	4
- CC1(C)CC(=O)C=C(c2cccc3c2sc2ccccc23)C1
  1	0.3	/	/	/	-2	-3.3	4	/
- CC1(C)CC(=O)C([N+](=O)[O-])=C(NCCCO)C1
  1	-0.1	-1	1	-3	2	0.8	14	0
- Cc1ccc(S(=O)(=O)N2CCN(CC(=O)N/N=C\C(Cl)=C\c3ccccc3)CC2)cc1
  0	-0.1	5	0	-4	5	-0.6	3	4
- O=C(CCCOc1ccccc1)NNC(=O)c1ccc(Cl)cc1
  /	0.5	/	/	-5	-4	/	-4	/
- CCOc1ccccc1Oc1coc2cc(OC(=O)c3ccco3)ccc2c1=O
  -1	-0.2	2	-3	-2	0	-1.1	-4	-4
- C/C(=N\NC(=O)CSCc1ccccc1Br)c1cccc([N+](=O)[O-])c1
  -5	6.5*	-4	-1	3	-2	2.4	3	-1
- COc1ccccc1N(C)S(=O)(=O)c1ccc(C(=O)NCC(C)C)cc1
  -3	0.1	0	-3	5	-3	0.3	8	-5
- N#Cc1ccccc1Sc1ccccc1C(=O)OCC(=O)NC1CCCCC1
  0	0.0	2	-4	-5	4	0.1	-2	8
- Cc1c(CNCc2cccs2)c(C(=O)O)c(C)n1Cc1ccccc1
  -3	-0.1	-2	1	8	-1	-0.4	4	6
- Clc1ccccc1C1=CC(c2ccco2)n2ncnc2N1 (configuration not stated)
  -1	0.1	-3	-21	2	-11	2.5	-6	-2
- CCOC(=O)c1[nH]c2ccc(OC)cc2c1NC(=O)c1ccc2c(c1)OCO2
  0	0.4	-1	2	5	1	3.3	1	-1
- COc1ccccc1CNC(=O)COc1ccc(S(=O)(=O)N2CCOCC2)cc1
  -3	-0.1	-3	-2	180	3	-1.9	9	-1

Among those listed so far, these contain a COOH group.
Below each SMILES – PP1 inh	Efflux pump inh	core dimer inh	TPT1 inhibitor	GASC-1 inh	procasp3 activ	PP5 inh	procasp7 counter	CTSL1 counter
- Cc1ccc(NC(=O)C2C3CCC(O3)C2C(=O)O)cc1C (configuration not stated)
  81*	0.3	0	3	0	-5	83*	3	0
- Cc1c(CNCc2cccs2)c(C(=O)O)c(C)n1Cc1ccccc1
  -3	-0.1	-2	1	8	-1	-0.4	4	6

(further entries)
Below each SMILES – PP1 inh	Efflux pump inh	core dimer inh	TPT1 inhibitor	GASC-1 inh	procasp3 activ	PP5 inh	procasp7 counter	CTSL1 counter
- O=C(c1cccs1)N(Cc1ccco1)C1CCS(=O)(=O)C1 (configuration not stated)
  -1	-0.1	-1	2	3	2	-1.2	-5	1
- COc1ccc(N2CCN(C(=O)c3ccc(C)c(NC(=O)C4=C(C)OCCS4)c3)CC2)cc1
  0	0.1	5	1	8	4	1.7	-4	2
- C=C(C)C(=O)Nc1cccc(C2=NOC3(C2)C[C@@H](C(N)=O)N(C(=O)/C=C/C=C/C)C3)c1 (some centres not stated)
  11	0.0	-121	0	17	12	2.0	4	0
- COc1ccc(C(=O)O)cc1S(=O)(=O)NCCN(C)C
  -5	-0.1	-5	-3	-1	-2	-2.1	7	-3
- Cc1cc2c(c(=O)o1)C(C1C=CCCC1)C(C#N)=C(N)O2 (configuration not stated)
  0	-0.2	-1	4	-3	7	1.7	-2	-3
- O=C(CCCN1C(=O)/C(=C/c2ccccc2Cl)SC1=S)NNC(=O)c1ccccc1
  11	0.0	15	7	5	-14	1.6	-21	2
- CC(C)C(=O)NC(Nc1cccc2cccnc12)C(Cl)(Cl)Cl (configuration not stated)
  1	-0.1	-5	0	7	8	4.4	-10	0
- O=C(NC1CCCC1)C(c1cccs1)N(C(=O)c1ccno1)c1ccccc1 (configuration not stated)
  2	0.0	-3	-1	-11&5	-3	1.4	9	-4
- O=C(CCNC(=O)c1ccc(Cl)cc1)Nc1ccncc1
  -6	0.0	3	-5	2	9	-0.7	1	2
- CCCn1c(C)cc(C(=O)COC(=O)c2nccnc2N)c1C
  0	0.3	0	-1	-1	3	1.0	10	0
- CCOCCn1c(CN2CCN(C)CC2)nc2c1c(=O)n(C)c(=O)n2C
  -3	0.1	5	0	-5&-20	0	-1.6	8	0
- CCOC(=O)c1nc(C)n(-c2cc(Cl)cc(Cl)c2)n1
  -6	0.1	3	1	-9	-7	-3.1	7	-2
